# Source: PubChem BioAssay
# T cell modulator: T cell immune modulation candidate; 2C CD8+ T cell-vesicle binding, flow cytometry; hits give low values; calls only at 7 µM; hit rate 0.068% among 330,000; AID 2052;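 active = response, share of CD8 T cells binding vesicles, and their 90th percentile fluorescence all below set limits, cut at about 80% in these data, passing the limit was not always enough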
#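 Incubation: binding step 1.5 h, 37 °C, antibody labelling 20 min, ice; system: murine 2C transgenic CD8+ T lymphocytes; technique: cytometric PE anti-B7-1 and Alexa647 anti-CD8 signals after 1% paraformaldehyde fixation; also added: QL9-charged Drosophila Ld/ICAM-1/B7-1 vesicles; control set: naked versus QL9-loaded vesicles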
# NOD1 inhibition: inhibition of NOD1-driven NF-kB reporter – cell-based, luminescence, uHTS, primary screen (AID 1578) | NOD1-driven NF-kB luciferase reporter cells, luminescence; higher % means a stronger effect | inhibition, % at 4 µM; hits with a dose series show EC50 in µM | hit rate 1% among 290,000; in the data active = inhibition mostly above about 36%, no sharp cut-off; inactive = mostly below about 34%;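 note: HEK-293T reporter cells stimulated with the NOD1 agonist gamma-tri-DAP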
# GPR55 activation: GPR55 agonists via beta-arrestin recruitment, primary screen, imaging, U2OS cells, beta-arrestin-GFP redistribution (AID 1961); hit rate 0.048% among 290,000; U2OS GPR55 beta-arrestin-GFP redistribution imaging; higher % means a stronger effect; one-dose activation, % at 10 µM; EC50 in µM for titrated hits;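 active = activation above 40% with more than 50 cells counted in the well; inconclusive = wells holding fewer than 50 cells, flagged as toxic or sparse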;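 note: U2OS osteosarcoma cells stably expressing GPR55 and beta-arrestin-GFP; plate controls were DMSO negative control for no effect and LPI positive control for full effect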
# GPR55 antagonists: GPR55 antagonists blocking LPI-driven arrestin recruitment, primary screen, imaging, U2OS, beta-arrestin-GFP, LPI agonist (AID 2013); U2OS GPR55 beta-arrestin-GFP translocation imaging, LPI antagonism; higher % means a stronger effect; one-dose inhibition, % at 10 µM; IC50 in µM for titrated hits; hit rate 0.13% among 290,000;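 active = spots per cell inhibited over 60%, with over 100 cells counted and total cytoplasm intensity under 500,000; inconclusive = wells with under 100 cells, flagged as likely toxic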;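 note: U2OS cells stably carrying GPR55 and arrestin-GFP stimulated by 5 µM LPI near EC80; imaged beta-arrestin-GFP aggregate spots per cell after agonist stimulation; plate controls were LPI-stimulated DMSO wells for no effect and DMSO wells without LPI for full effect; some results filed as inactive read as strong as hits; confirmed hits need IC50 under 10 µM and bright autofluorescent wells are also inconclusive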
# Myeloid diff MLP: myeloid differentiation induction. ER-HoxA9 myeloid progenitors, lysozyme-GFP differentiation, flow cytometry. calls only at 10 µM. hit rate 1% among 360,000. AID 624256;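 active = normalized GFP-positive differentiation at or above the plate's own cutoff, the solvent-only control mean plus 3 SD; inconclusive = no clear call, values can overlap the other calls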;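 note: cells exposed to compound for four days before flow analysis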
# NTR1 ag: agonists of NTR1, primary screen, imaging, U2OS cells, beta-arrestin-GFP, high content (AID 493036); NTR1-U2OS beta-arrestin-GFP spot imaging, agonist mode; activation, % at 20 µM; hit rate 0.17% among 330,000; P30989;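 active = activation at or above 40% of the spot to cytoplasm intensity ratio, with at least 20 cells analyzed; inconclusive = wells under 20 cells, flagged as cytotoxic or low count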;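 note: 0% = DMSO without peptide and 100% = 100 nM NTR1 peptide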
# Target sequence (P30989 whole entry, looked up): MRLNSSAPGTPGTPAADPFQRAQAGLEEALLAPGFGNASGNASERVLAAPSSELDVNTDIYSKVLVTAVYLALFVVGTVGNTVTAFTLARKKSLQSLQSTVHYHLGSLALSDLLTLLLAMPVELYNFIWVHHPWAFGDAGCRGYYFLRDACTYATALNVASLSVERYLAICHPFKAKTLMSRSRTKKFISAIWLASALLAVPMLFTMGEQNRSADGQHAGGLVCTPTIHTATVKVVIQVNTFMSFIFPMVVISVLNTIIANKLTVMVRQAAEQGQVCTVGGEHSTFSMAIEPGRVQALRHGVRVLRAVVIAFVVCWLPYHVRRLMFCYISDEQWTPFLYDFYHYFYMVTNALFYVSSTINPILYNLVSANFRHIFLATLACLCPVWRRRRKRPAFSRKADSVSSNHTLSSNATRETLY
# KOR beta-arrestin-1: KOR agonists, beta-arrestin recruitment, primary screen, cell-based, luminescence, uHTS (AID 1777). hit rate 0.02% among 280,000. activation, % at 10 µM, or EC50 in µM where a hit was titrated. KOR beta-arrestin recruitment, luminescence; higher % means a stronger effect; in the data active = activation above about 50%, passing the limit was not always enough; note: a part of the inactive calls stands beside numbers as strong as those of hits
# NOD2 inhibition: inhibition of NOD2-driven NF-kB reporter – cell-based, luminescence, uHTS, HEK293 (AID 1566). hit rate 0.63% among 290,000. HEK293 NOD2/NF-kB luciferase reporter, luminescence; higher % means a stronger effect. inhibition, % at 4 µM, or EC50 in µM where a hit was titrated; note: many of its hits are not listed in these tables
# KOR beta-arrestin-2: kappa opioid receptor blockers – cell-based, luminescence, uHTS (AID 1778); inhibition, % at 10 µM, or IC50 in µM where a hit was titrated; KOR beta-arrestin recruitment, luminescence, antagonist mode; higher % means a stronger effect; hit rate 0.091% among 290,000; note: strong numbers were not always called active
# T cell modulator vesicle-bound %: second read-out of T cell modulator, no call of its own (marks repeat the call); double positive events, %; measured here: CD8+ vesicle-bound cell fraction;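 binding gate set so that unloaded-vesicle control wells show 10% double positive cells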
# NTR1 ag cell count 20 µM: further read-out of NTR1 ag, marked with its call; cell count; measured here: cell count, cytotoxicity flag
# Myeloid diff MLP GFP+ MAC1+ %: further read-out of Myeloid diff MLP, marked with its call; GFP+ MAC1+ double positive, %; measured here: differentiation confirmed by MAC1 staining
# Numbers without * were called inactive; i = inactive; ? = inconclusive; . = not tested or not shown; & = joins results of further samples; [ ] = remark or other dose. Cut-off read from the data, not from the text of the source, unless noted: active = inhibition above about 50%; inactive = the rest.
no. | smiles | NOD2 inhibition | T cell modulator vesicle-bound % | T cell modulator | Myeloid diff MLP | NOD1 inhibition | KOR beta-arrestin-2 | NTR1 ag | KOR beta-arrestin-1 | GPR55 activation | Myeloid diff MLP GFP+ MAC1+ % | GPR55 antagonists | NTR1 ag cell count 20 µM
1 | CC(C)c1ccccc1NS(=O)(=O)N(C)C | -14% | 37 | i | i | -20% | -3%[20 µM] | -0.1 | -0.8% | 0.6% | 0.3 | -13% | 56
2 | O=C(NC1CCc2ccccc21)c1cc(COc2ccc(F)cc2F)on1 (stereo unspecified) | 10% | 51 | i | i | -31% | -8% | -0.1 | 0.1% | -0.1% | 0.1 | 6% | 87
3 | CCOc1ccc(S(=O)(=O)N2CCCC(C(=O)NCc3ccccn3)C2)cc1C (stereo unspecified) | 24% | 11 | i | i | -11% | -20% | -0.7 | 0.2% | -0.2% | 0.9 | 10% | 53
4 | COc1cccc(CNC(=O)C2CCN(S(=O)(=O)c3cccc4nonc34)CC2)c1 | -19% | 20 | i | ? | 43% | -31% | 5.5 | 2.8% | 0.3% | . | 7% | 56
5 | CCCCN(CCCC)CCNC(=O)CN1C(=O)COc2ccc(S(=O)(=O)N3CCC(C)CC3)cc21 | 20% | 18 | i | i | -1% | -11% | 0.7 | -2.6% | -0.4% | 0.7 | 11% | 71
6 | Cc1csc(NC(=O)c2ccc(Cl)cc2[N+](=O)[O-])n1 | -44% | 65 | i | i | -27% | -12% | -0.7 | -0.4% | 0.6% | 0.1 | -4% | 41
7 | CCC(C)NC(=O)c1cc(-c2ccc3c(c2)OCO3)on1 (stereo unspecified) | -124% | 50 | i | i | -12% | -25% | 0.9 | 1.7% | -0.2% | 0.4 | 1% | 97
8 | C/C(=N\NC(=O)c1ccc(Cl)cc1)c1cccnc1 | -33% | 11 | i | i | -10% | -17% | -1.4 | -0.1% | 0.2% | 0.1 | 1% | 44

# Going on with the list.
no. | smiles | NOD2 inhibition | T cell modulator vesicle-bound % | T cell modulator | Myeloid diff MLP | NOD1 inhibition | KOR beta-arrestin-2 | NTR1 ag | KOR beta-arrestin-1 | GPR55 activation | Myeloid diff MLP GFP+ MAC1+ % | GPR55 antagonists | NTR1 ag cell count 20 µM
9 | Cn1c(N)c(C(=O)COC(=O)c2cc(C(F)(F)F)nc3ccccc23)c(=O)n(C)c1=O | 9% | 36 | i | . | -10% | 8% | 14 | -2.6% | -0.2% | . | 3% | 93
10 | Cc1cc(Cl)cc(Br)c1OCCCN1C(=O)NC(C)(C)C1=O | 16% | 54 | i | i | -12% | -35% | 6.7 | 4.6% | -0.1% | 0.0 | 22% | 82
11 | COc1ccc(NC(=S)NC2CC3CCC2C3)c(OC)c1 (stereo unspecified) | 11% | 42 | i | i | -6% | 1% | -0.1 | 2.6% | 0.0% | 0.3 | 12% | 106
12 | CC(=O)N1c2c(cc(Br)cc2S(=O)(=O)NCc2cccnc2)CC1C (stereo unspecified) | -1% | 45 | i | i | -22% | 21% | 1.6 | -0.6% | -0.1% | 1.3 | -5% | 91
13 | CCc1ccc(/C(C)=N/NS(=O)(=O)c2ccc(OC)cc2)s1 | 10% | . | . | i | -22% | -6% | 0.3 | -1.6% | 0.0% | 4.4 | -10% | 58
14 | COc1cccc(-c2noc(C3CCCN(S(=O)(=O)c4cccc(Cl)c4C)C3)n2)c1 (stereo unspecified) | 37% | 36 | i | i | 24% | 20% | 6.6 | 6.2% | -0.3% | 1.3 | 5% | 53
15 | COc1ccc(/C=N/n2c(-c3ccccc3)n[nH]c2=S)cc1 | 17% | 57 | i | i | 13% | 14% | 1.3 | -2.3% | -0.2% | 0.2 | 6% | 61
16 | O=C(NCc1cccc(Cl)c1)C1CCC(=O)N(CC2CCCCC2)C1 (stereo unspecified) | 6% | 70 | i | ? | 3% | -9% | -0.6 | 6.0% | 0.0% | . | -14% | 62

# (further entries)
no. | smiles | NOD2 inhibition | T cell modulator vesicle-bound % | T cell modulator | Myeloid diff MLP | NOD1 inhibition | KOR beta-arrestin-2 | NTR1 ag | KOR beta-arrestin-1 | GPR55 activation | Myeloid diff MLP GFP+ MAC1+ % | GPR55 antagonists | NTR1 ag cell count 20 µM
17 | CCOc1ccc(/C(C)=N\NC(=O)Cc2ccccc2)cc1 | 6% | 48 | i | i | 56% | -28%[20 µM] | -0.1 | 2.3% | -0.1% | 0.7 | 18% | 67
18 | O=C(COC(=O)c1ccc(Br)o1)Nc1nc2c(F)c(F)c(F)cc2s1 | -13% | 27 | i | i | -12% | -2% | -0.3 | 0.7% | 0.2% | 0.1 | 3% | 65
19 | COc1c(Cl)cnn(-c2ccc(Cl)c(Cl)c2)c1=O | -11% | 51 | i | i | -23% | 27% | -1.6 | -8.6% | 0.1% | 0.5 | 9% | 65
20 | Cc1ccc(C(=O)Nc2nc(-c3ccc(F)cc3)cs2)o1 | 11% | 35 | i | i | 3% | -30%[20 µM] | 0.5 | 0.5% | -0.3% | 0.0 | -19% | 56
21 | Cc1cc(=O)[nH]c(SCC(=O)NC2CCCCC2)n1 | 8% | 40 | i | . | -17% | 3% | -1.0 | -4.5% | 0.5% | . | -4% | 56
22 | CC(C)(C)NS(=O)(=O)c1ccc2[nH]c3c(c2c1)CCCCC3 | 14% | 34 | i | i | 0% | -6% | 2.4 | 1.1% | -0.1% | 0.2 | 15% | 86
23 | NC(=O)N1c2ccccc2C=Cc2ccccc21 | -3% | 45&25 | i | i | -30% | -15% | -0.9&-0.7 | -3.0% | 0.1% | 4.1&2.4 | -4% | 50&74
24 | COc1ccc(OC)c(NC(=O)C(=O)c2cn(CC(=O)N3CCCC3)c3ccccc23)c1 | 20% | 5 | i | . | -15% | -11% | 3.1 | 3.4% | 0.0% | . | 2% | 62

# The listing continues:
no. | smiles | NOD2 inhibition | T cell modulator vesicle-bound % | T cell modulator | Myeloid diff MLP | NOD1 inhibition | KOR beta-arrestin-2 | NTR1 ag | KOR beta-arrestin-1 | GPR55 activation | Myeloid diff MLP GFP+ MAC1+ % | GPR55 antagonists | NTR1 ag cell count 20 µM
25 | COc1ccc(Cl)cc1NC(=S)NCCSc1ccc(C)cc1 | -27% | 46 | i | i | 3% | -48% | 11 | 2.4% | 0.4% | 1.0 | -3% | 49
26 | CC(=O)Oc1ccc2occ(-c3ccccc3)c2c1 | 16% | 57 | i | i | 14% | 13% | 0.0 | 0.5% | 0.3% | 0.6 | 19% | 65
27 | Cc1oc2c(CN3CCCC3)c(O)ccc2c(=O)c1-c1ccc(Cl)cc1 | 24% | 50 | i | i | -6% | 10% | 1.2 | -1.9% | -0.1% | 0.8 | 11% | 41
28 | CC1CCCCN1S(=O)(=O)c1ccc(C(=O)Nc2nnc(-c3ccccn3)o2)cc1 (stereo unspecified) | 20% | 49 | i | i | -19% | 9% | 2.9 | -0.9% | -0.3% | 0.3 | 11% | 82
29 | CCN1CCc2nc(N)sc2C1 | 1% | 45 | i | i | -29% | 13% | 2.8 | -4.6% | 0.1% | 0.4 | 8% | 55
30 | COc1ccc(OCC(=O)Nc2ccc3c(c2)nc(CN2CCN(C(C)=O)CC2)n3C)cc1 | 20% | 23 | i | i | 1% | 35% | 0.2 | -1.5% | 0.0% | 0.4 | -6% | 46
31 | CCC(C)NS(=O)(=O)c1ccc(OCC(=O)N2CCC(C)CC2)cc1 (stereo unspecified) | 11% | 26 | i | i | -22% | 16% | 1.0 | -3.7% | -0.4% | 5.1 | 0% | 55
32 | O=C(Cc1cc(=O)[nH][nH]1)N/N=C/c1c(Cl)cccc1Cl | -8%&2% | 23&29 | i | i | -13%&-12% | -1%&-20% | 0.0&3.0 | 3.5%&-1.9% | 0.7%&-0.2% | 1.4&0.2 | -6%&-7% | 46&37

# Next section
no. | smiles | NOD2 inhibition | T cell modulator vesicle-bound % | T cell modulator | Myeloid diff MLP | NOD1 inhibition | KOR beta-arrestin-2 | NTR1 ag | KOR beta-arrestin-1 | GPR55 activation | Myeloid diff MLP GFP+ MAC1+ % | GPR55 antagonists | NTR1 ag cell count 20 µM
33 | Cn1c(=NC(=O)C(C)(C)C)sc2cccc(F)c21 | 13% | 28 | i | i | -2% | 15% | 4.1 | 3.5% | -0.3% | 0.1 | -5% | 66
34 | Cc1ccc(S(=O)(=O)N(C)/N=C/c2ccc(C(=O)O)cc2)cc1 | -8% | 33 | i | i | -7% | -19% | 3.3 | -2.2% | -0.6% | 0.1 | 20% | 81
35 | Nc1nonc1-n1nnc(C(=O)N/N=C\c2ccncc2)c1CN1CCCCC1 | 20% | 42 | i | i | -5% | 17% | 2.4 | -1.9% | -0.1% | 0.4 | -13% | 99
36 | O=C(CSc1nncn1-c1ccccc1)NC1CCCc2ccccc21 (stereo unspecified) | 0% | 59 | i | i | -33% | 16% | -0.2 | 2.1% | -0.2% | 0.2 | 2% | 89
37 | CCOC(=O)CCCCNC(=O)Nc1ccccc1 | 8% | 36 | i | i | -22% | 3% | 1.8 | -5.8% | 0.2% | 0.5 | -8% | 56
38 | Cc1cc(=O)[nH]c(SCC(=O)Nc2cccc3ccccc23)c1C#N | 20% | 37 | i | i | 41% | -46% | -1.1 | 4.7% | -0.2% | 4.7 | 9% | 85
39 | FC(F)(F)c1cccc(CNC2CCN(Cc3ccccc3)CC2)c1 | -27% | 14 | i | i | -14% | -2%[20 µM] | 0.1 | 1.3% | 0.3% | 0.1 | 13% | 66
40 | CCc1ccc(NC(=S)N(CCC(C)C)C2CCN(C(C)=O)CC2)cc1 | -26% | 52 | i | i | -12% | -20% | 1.3 | 1.5% | -0.1% | 0.5 | -9% | 85
41 | CC(C)(C)NC(=O)COc1ccc(CNc2ccc3[nH]c(=O)[nH]c3c2)cc1 | -3% | 36 | i | i | . | 12% | -1.9 | -0.1% | -0.2% | 2.4 | -2% | 117
42 | Cc1cc(=O)oc2c1c(C(F)(F)F)nn2-c1ccccc1 | 20% | 56 | i | i | 4% | -12% | -0.4 | 0.0% | 0.1% | 1.3 | 0% | 67
43 | CCN(CC)c1nc(-c2nn[nH]n2)nc(N(CC)CC)n1 | 4% | 14 | i | i | -17% | 28% | 0.0 | 0.2% | 0.2% | 0.4 | 5% | 88

# The list is partial, so the mix of outcomes need not match the whole.
